Assay outcomes: PubChem, several laboratories
TRPC4 PAM = positive allosteric modulators of TRPC4, primary screen, cell-based, mouse TRPC4beta, HEK293 mu-opioid, Fluo-4 calcium. DAMGO EC20, Fluo-4 Ca2+ flux; stronger effect = higher value. AID 2227, 2009. 310,000 compounds, 0.42% hits. Short transient receptor potential channel 4 (Mus musculus), Q9QUQ5. B-score at 10 µM;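 active = B-score of calcium response area above 5 SD of library B-scores, with initial fluorescence ratio within 5 SD of library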;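 also: B-score of integrated fluorescence ratio over time as area under calcium response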
aSyn UTR inh = MLPCN primary screen, SNCA 5' untranslated region; alpha-synuclein 5'UTR reporter, inhibitor activity; inhibition, % (tested at 7.5 µM); 300,000 compounds, 0.82% hits; AID 1813, 2009; in the data active = inhibition above about 60%;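 also: H4 neuroglioblastoma cells stably carrying SNCA 5'UTR luciferase fusion; 0% = DMSO wells and 100% = positive control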
TRPC4 inh = inhibitors of mouse TRPC4 channel, primary screen, Fluo4 calcium, HEK293 TRPC4beta/mu-opioid cells; Short transient receptor potential channel 4 (Mus musculus), Q9QUQ5; DAMGO-evoked Fluo4 calcium flux; stronger effect = lower value; B-score at 10 µM; 300,000 compounds, 0.39% hits;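 active = B-score over 3 SD under the library average, no early fluorescence shift, positive overall ratio signal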
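Assay system: TRPC4beta/mu-opioid receptor HEK293 cell line; compound dosing: single concentration per test compound; detection: Fluo4 Ca2+ flux fluorescence; evaluation: per-well B score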
TRPC4 agonist = activators of mouse TRPC4 channel, primary screen, Fluo4 calcium, HEK293 TRPC4beta/mu-opioid cells; Short transient receptor potential channel 4 (Mus musculus), Q9QUQ5; Fluo4 calcium fluorescence; stronger effect = higher value; B-score at 10 µM; 310,000 compounds, 0.49% hits;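 active = B-score above 5 SD of library B-scores, and initial fluorescence ratio not above library mean plus 5 SD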;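 also: positive B-score marks a calcium rise read as TRPC4 activation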
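Assay system – TRPC4beta and mu-opioid receptor HEK293 stable cells · Measured by – Fluo4 fluorescence, kinetic · Schedule – dye loading 45 min room temperature, 110 s kinetic read · Read-out – B-scored integrated calcium fluorescence ratio · Controls – buffer and maximal DAMGO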
HIF act = HIF pathway transcriptional activators, primary screen, cell-based, U2OS HRE-luciferase, luminescence | U2OS HRE-luciferase reporter; normalized: DMSO 0%, desferrioxamine 100% | AID 1910, 2009 | activation, % at 7.5 µM (by protocol) | 300,000 compounds, 0.32% hits;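 active = mean activation of at least 10% of the iron chelator positive control signal, with at least half of replicates also reaching 10%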
SKKanGAS inh = S. pyogenes SKKanGAS growth inhibitors in kanamycin, primary screen, streptokinase expression inhibitor project, SKKanGAS strain, BacTiter-Glo luminescence. 6 h. inhibition, % at 7.5 µM. 300,000 compounds, 1.3% hits;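 active = mean replicate score, as percent of positive control median, at least 50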;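 also: strain carries kanamycin resistance gene driven by streptokinase promoter and grows in 40 µg/ml kanamycin; loss of luminescence reflects streptokinase promoter inhibition or plain growth inhibition; 0% = median of DMSO wells and 100% = positive control at its reference dose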
KLF5 inh = KLF5 expression inhibitors, primary screen, DLD-1 cells, luminescence; DLD-1 KLF5 promoter-luciferase reporter; AID 1700, 2009; inhibition, % at 5 µM; 290,000 compounds, 0.23% hits;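 active = inhibition above a per-plate limit of that plate's mean compound inhibition plus 3 SD, cut at about 60% in these data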;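 also: 0% = DMSO wells and 100% = LY294002 at 200 µM; higher means less KLF5 promoter-driven luciferase light; inactives centre near -14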
TRPC6 act = mouse TRPC6 channel activators, primary screen, cell-based, HEK293, membrane potential dye; Short transient receptor potential channel 6 (Mus musculus), Q61143; HEK293-TRPC6 membrane potential dye fluorescence; stronger effect = higher value; B-score at 10 µM; 310,000 compounds, 0.13% hits; AID 2550, 2010;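 active = B-score of the integrated fluorescence ratio above library mean plus 3 SD, and starting fluorescence ratio within library mean plus 5 SD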;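 also: higher score means more depolarization so channel activation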
Target sequence (Q61143 whole entry, looked up): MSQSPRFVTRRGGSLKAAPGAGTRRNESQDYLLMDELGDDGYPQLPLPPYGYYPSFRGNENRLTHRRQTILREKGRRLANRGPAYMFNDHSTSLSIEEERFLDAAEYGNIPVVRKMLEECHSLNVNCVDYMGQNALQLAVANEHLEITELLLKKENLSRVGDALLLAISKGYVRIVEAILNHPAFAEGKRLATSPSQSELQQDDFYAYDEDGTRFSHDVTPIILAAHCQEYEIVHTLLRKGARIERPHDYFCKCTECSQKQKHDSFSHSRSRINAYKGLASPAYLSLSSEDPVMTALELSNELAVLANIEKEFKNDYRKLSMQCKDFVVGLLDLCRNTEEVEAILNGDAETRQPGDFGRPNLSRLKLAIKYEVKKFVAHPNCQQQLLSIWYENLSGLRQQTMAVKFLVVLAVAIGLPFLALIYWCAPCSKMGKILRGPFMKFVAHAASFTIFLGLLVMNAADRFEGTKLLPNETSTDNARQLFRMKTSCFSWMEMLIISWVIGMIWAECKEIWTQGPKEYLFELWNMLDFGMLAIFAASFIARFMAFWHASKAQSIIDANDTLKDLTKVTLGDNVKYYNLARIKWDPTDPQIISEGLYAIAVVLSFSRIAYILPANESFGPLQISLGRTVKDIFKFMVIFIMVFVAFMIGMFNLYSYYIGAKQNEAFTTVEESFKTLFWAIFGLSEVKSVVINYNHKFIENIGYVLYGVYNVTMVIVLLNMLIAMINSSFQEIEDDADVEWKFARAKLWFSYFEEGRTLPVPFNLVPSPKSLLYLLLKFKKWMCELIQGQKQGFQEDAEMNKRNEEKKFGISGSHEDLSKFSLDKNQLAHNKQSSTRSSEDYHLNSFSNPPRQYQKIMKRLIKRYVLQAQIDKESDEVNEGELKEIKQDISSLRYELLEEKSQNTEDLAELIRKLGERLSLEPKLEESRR
TRPC6 inhibitor = mouse TRPC6 channel inhibitors, primary screen, cell-based, HEK293, membrane potential dye | ACh-evoked depolarization; stronger effect = lower value | Short transient receptor potential channel 6 (Mus musculus), Q61143 | 310,000 compounds, 1.1% hits | B-score at 10 µM | AID 2553, 2010;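 active = B-score under library mean minus 3 SD, initial fluorescence not abnormally high, positive integrated signal ratio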;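 also: B-score derived from integrated fluorescence ratio over the kinetic read; more negative B-score means stronger inhibition of depolarization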
IEC-6 cytotox = cytotoxicity in IEC-6 intestinal epithelial cells, primary screen, cytotoxicity control for KLF5 inhibitor project, cell-based, luminescence | IEC-6 cytotoxicity, luminescence viability | inhibition, % at 5 µM | 290,000 compounds, 0.78% hits | AID 1825, 2009; in the data active = inhibition above about 22%;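 also: 0% = plate median of test compound wells and 100% = cytotoxic reference compound wells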
MrgX1 antagonist = antagonists of human MrgX1 receptor, primary screen, HEK293 cells, Fluo-4 calcium flux; Mas-related G-protein coupled receptor member X1 (Homo sapiens), Q96LB2; BAM8-22 antagonism; stronger effect = lower value; B-score at 10 µM; 310,000 compounds, 1.3% hits; AID 588676, 2011;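 active = calcium-response B-score plate-corrected more than 3 library SD below zero, starting fluorescence within 5 deviations, no agonist response on first addition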;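 also: peak minus trough fluorescence over baseline after final BAM8-22 challenge near maximal dose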
* marks the source's active call; other numbers are inactive results; i = inactive; nt = not tested or not shown.

SMILES | TRPC4 PAM | aSyn UTR inh | TRPC4 inh | TRPC4 agonist | HIF act | SKKanGAS inh | KLF5 inh | TRPC6 act | TRPC6 inhibitor | IEC-6 cytotox | MrgX1 antagonist
O=C(NC1CCN(C(=O)NCc2ccccc2)CC1)c1cccc(F)c1 | i | -9 | i | i | -0.2 | -1 | -4 | i | i | 1 | i
CC(CC(=O)NNC(=O)c1ccncc1)c1ccccc1 (stereo unspecified) | i | -3 | i | i | -11 | 7 | nt | i | i | nt | i
Cc1cc(NC(=O)c2ccc(C#N)cc2)on1 | i | -37 | i | i | -0.2 | -9 | -46 | i | i | 5 | i
CN(C)CCOC1c2ccccc2CSc2ccccc21 (stereo unspecified) | i | -16 | i | i | -0.3 | 2 | nt | i | -7.8* | nt | i
Cn1c2c(c(=O)n(C)c1=O)C(c1ccccc1Cl)C(C#N)=C(N)O2 (stereo unspecified) | i | 0 | i | i | -0.3 | 1 | -31 | i | i | 9 | i
O=C(CN(Cc1ccccc1)S(=O)(=O)c1cccc(C(F)(F)F)c1)NC1CCCCC1 | i | 34 | i | i | 0.1 | 0 | -15 | i | i | 4 | i
c1ccc(-c2ccc(-c3ccccn3)nn2)nc1 | i | 56 | i | i | -3.3 | 5 | -195 | i | -11* | 3 | i
COC1(OC)N=C(N)C2(C#N)C(c3ccccc3)NC(C)=CC12C#N (stereo unspecified) | i | 4 | i | i | -0.3 | -1 | -17 | i | i | -3 | i
CC(=O)N1CCN(C(=O)CSc2nc3c(cnn3-c3ccccc3)c(=O)[nH]2)CC1 | i | 7 | i | i | 0.0 | 7 | -8 | i | i | -4 | i
Cc1cc(C)c2nc(C(F)(F)F)c(C#N)c(N)c2c1 | i | 0 | i | i | -1.7 | -5 | -47 | i | i | 1 | i

2 compounds from above, showing only TRPC4 agonist and SKKanGAS inh.
SMILES	TRPC4 agonist	SKKanGAS inh
CC(CC(=O)NNC(=O)c1ccncc1)c1ccccc1 (stereo unspecified)	i	7
CC(=O)N1CCN(C(=O)CSc2nc3c(cnn3-c3ccccc3)c(=O)[nH]2)CC1	i	7

Remaining list, next part
SMILES | TRPC4 PAM | aSyn UTR inh | TRPC4 inh | TRPC4 agonist | HIF act | SKKanGAS inh | KLF5 inh | TRPC6 act | TRPC6 inhibitor | IEC-6 cytotox | MrgX1 antagonist
CCOC(=O)CC(NS(=O)(=O)c1ccc2[nH]c(=O)sc2c1)c1ccc(C)cc1 (stereo unspecified) | i | -4 | i | i | -1.2 | 2 | -20 | i | i | 5 | i
Cc1ccc(C(=O)Nc2c(C)n(C)n(-c3ccccc3)c2=O)cc1 | i | -10 | i | i | 0.2 | -1 | -49 | i | i | 2 | i
Cn1c(=O)c2nc(-c3ccccc3)c(-c3ccccc3)nc2n(C)c1=O | i | 5 | i | i | -0.8 | -9 | nt | i | i | nt | i
Cc1nn(C)c(C)c1S(=O)(=O)N1CCCC(C(=O)NC2CCCCCC2)C1 (stereo unspecified) | i | -21 | i | i | 0.0 | 2 | 8 | i | i | 4 | i
CC(C)Cc1nc2oc3c(Cl)ncnc3c2c2c1CCC2 | i | 33 | i | i | -0.5 | -9 | -3 | i | i | -5 | i
COc1cc(C(=O)N/N=C/c2ccc(OC(=O)c3ccccc3Cl)cc2)ccc1O | i | -2 | i | i | -0.5 | 22 | -15 | i | i | -5 | i
O=C(Nc1nnc(-c2cccnc2)s1)c1cccs1 | i | -34 | i | i | 0.2 | -4 | -13 | i | i | 0 | i
Cc1ccc(NC(=O)c2ccc(CSc3ncnc4nc[nH]c34)cc2)c(C)c1 | i | 32 | i | i | 0.0 | 11 | -40 | i | i | -7 | i
CCCOc1ccc(C(=O)c2ccccc2C(=O)O)cc1OCCC | i | 3 | i | i | -0.3 | 3 | 5 | i | i | -1 | i
COc1ccc2c(c1)S/C(=C\C(=O)c1ccncc1)N2C | i | -165 | i | i | 1.9 | -3 | -141 | i | -5.9* | -1 | i
Cc1nc(NC(=O)c2ccc(Cl)cc2)sc1Cc1ccc2c(c1)OCO2 | i | -36 | i | i | 2.1 | 22 | -32 | i | i | 7 | i
Cc1cc(/C=C(\C#N)C(=O)OCC#N)c(C)n1CC(C)C | i | -13 | nt | i | 0.4 | -6 | 13 | i | i | -8 | i
Cn1nc(OCC(=O)O)cc1C(F)(F)F | i | -9 | i | i | 0.4 | -2 | -21 | i | i | 1 | i
Cc1ccc(S(=O)(=O)NC(=O)c2cc(C)n(-c3ccccc3)c2C)cc1 | i | -5 | i | i | 0.1 | -6 | -8 | i | i | -1 | i
Fc1ccccc1N1CCN(Cc2cc(-c3ccccc3)on2)CC1 | i | 3 | i | i | -0.6 | -9 | -62 | i | i | -14 | i
CCc1ccccc1Nc1ncnc2ccccc12 | i | -7 | i | i | 0.0 | -3 | -39 | i | i | 0 | i
CCOC(=O)C1=C(C)OC(N)=C(C#N)C1c1c(C)nn(-c2ccccc2)c1Cl (stereo unspecified) | i | -5 | i | i | 0.0 | 13 | -27 | i | i | 0 | i
NC(=O)C1CCN(C(=O)C2CCC(=O)N(Cc3ccc(Cl)cc3)C2)CC1 (stereo unspecified) | i | 19 | i | i | 0.5 | 3 | -9 | i | i | 1 | i
Cc1nn(-c2ccc(Cl)cc2)c(=O)c2ccccc12 | i | -85 | i | i | 2.3 | 4 | -77 | i | i | 3 | i
CC(C)(C)C(=O)Nc1ccc(N=Nc2ccccc2)cc1 | i | 79* | i | i | -4.9 | 5 | -9 | i | i | -1 | i
CCOC(=O)Cc1csc(NC(=O)CSc2nnc(C(C)C)n2C)n1 | i | 0 | i | i | -0.2 | 9 | -15 | i | i | 6 | i
COc1ccc(NC(=O)Nc2ccc(Br)c(C)c2)cc1 | i | nt | i | i | nt | 3 | -31 | i | i | -12 | i
Cc1ccc(-c2nnc(Nc3ccc(CC(N)=O)cc3)c3ccccc23)cc1S(=O)(=O)NCC1CCCO1 (stereo unspecified) | i | -3 | i | i | -0.1 | 3 | -1 | i | i | 4 | i
CC1CCN(CC(CS(=O)(=O)c2ccc([N+](=O)[O-])cc2)N2CCC(C)CC2)CC1 (stereo unspecified) | i | -66 | i | i | -0.1 | 8 | -19 | i | i | -2 | -5.2*
Cc1ccc(-n2ncc3c(SCC(=O)NNC(=O)C(C)C)ncnc32)cc1 | i | -34 | i | i | 1.3 | 5 | -61 | i | i | -2 | i
O=C(CCCn1c(=S)[nH]c2ccc(Br)cc2c1=O)NCc1ccccn1 | i | 9 | i | i | 0.9 | 7 | -1 | i | i | -1 | i
O=C(CN1C(=O)CC(c2ccco2)Sc2ccccc21)NCc1ccc2c(c1)OCO2 (stereo unspecified) | i | 18 | i | i | -0.2 | -2 | -3 | i | i | -5 | i
COC(=O)c1ccccc1NC1=C/C(=N\S(=O)(=O)c2ccc(C(=O)O)cc2)c2ccccc2C1=O | i | 3 | i | i | -2.4 | 93* | -6 | i | i | 28* | i
CCOc1cc(/C=N/NC(=O)c2cccnc2)ccc1OCC(=O)N(C)C | i | 26 | i | i | -0.4 | 1 | -11 | i | i | -6 | i
O=C(CCCN1C(=O)/C(=C\c2cccs2)SC1=S)Nc1ccccn1 | i | -20 | i | i | -0.1 | -7 | -24 | i | i | 8 | i
Cn1c(SCC(N)=O)nnc1-c1ccccc1 | i | 17 | i | i | -0.1 | 3 | -12 | i | i | -8 | i
CC1CCCCN1C(=O)c1cc(Cl)ccc1[N+](=O)[O-] (stereo unspecified) | i | 6 | i | i | 0.0 | -5 | -16 | i | i | 3 | i
Cc1cc(C(=O)CCl)c(C)n1-c1cccc([N+](=O)[O-])c1 | i | nt | i | i | nt | -4 | -23 | i | i | 3 | i
CC(=O)Nc1ccc(C(=O)OCc2ccc(Cl)cc2)cc1 | i | -9 | i | i | -0.6 | -4 | -21 | i | i | 5 | i
COC(=O)CC(NC(=O)c1ccco1)c1cccc2ccccc12 (stereo unspecified) | i | 7 | i | i | 0.1 | 4 | -29 | i | i | -2 | i
COc1ccc(Cl)cc1N(CC(=O)Nc1ccc2c(c1)OCO2)S(C)(=O)=O | i | -19 | i | i | 0.0 | 1 | -12 | i | i | -5 | i
Cc1ccccc1CNC(=O)c1ccccc1N(C)S(=O)(=O)c1ccccc1 | i | 8 | i | i | -0.9 | 4 | -2 | i | i | -6 | i
CCOC(=O)c1oc2ccccc2c1NC(=O)CN1CCN(C)CC1 | i | 54 | i | i | 0.0 | 7 | -13 | i | i | 5 | i
CCOc1cc(C(=O)N(CC)CC(=O)Nc2c(F)cccc2F)ccc1OCC(=O)N1CCCCC1 | i | 3 | i | i | -0.4 | -12 | nt | i | i | nt | i
COc1ccc(C(OC(=O)c2ccco2)C(=O)NCc2ccco2)cc1 (stereo unspecified) | i | -12 | i | i | -0.4 | 2 | -4 | i | i | 0 | i
Cc1cc(NC(=O)COC(=O)COc2ccc3c(c2)CCC3)no1 | i | 14 | i | i | 0.3 | -1 | -14 | i | i | 2 | i
S=C(NCCN1CCOCC1)Nc1cccc2ccccc12 | i | -18 | i | i | -0.1 | -5 | -26 | i | i | -2 | i
Oc1ccc(-c2nc3cnccn3c2Nc2ccc3c(c2)OCCO3)cc1 | i | -14 | i | i | 0.6 | -4 | -49 | i | i | -3 | i
O=C(O)c1ccc(COc2cccc(CO)c2)cc1 | i | -20 | i | i | -0.1 | 7 | -14 | i | i | 2 | i
CCOc1cc(/C=C(\C#N)C(=O)Nc2ccc(S(N)(=O)=O)cc2)ccc1OCCN1CCOCC1 | i | -1 | i | i | 0.4 | 34 | -5 | i | i | 3 | i
Cn1c(=O)c2c(n(C)c1=O)=NC1(CCCCC1)N=2 | i | -1 | i | i | -1.6 | 2 | -18 | i | i | -7 | i
COc1cc(OC)c2c(c1)S(=O)(=O)C(c1ccccc1)=C2N | i | 15 | i | i | -0.1 | 7 | -12 | i | i | -3 | i
